KB-3-1 cytotox = KB-3-1 parental cell cytotoxicity. Potency, µM (highest dose often 46.1 µM), for the others: at the highest dose activity change, negative = cytotoxic, most hits filed as cytotoxic. KB-3-1 viability, CellTiter-Glo ATP luminescence, 72 h. 400,000 tested, 1.4% active; further: potency means the concentration at half of the fitted maximal effect; on the % scale 0 is the no-effect control and ±100 the full control effect; nearly all actives have a fitted effect of over 60% in size
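KB-3-1 cells, DMEM (no phenol red) + 10% FBS; compound by pin transfer, 72 h, 37 °C. Readout: CellTiter-Glo luminescence after 10 min. Data normalized, curve-fitted.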
D3 antag = antagonists of human D3 dopamine receptor; 360,000 tested, 2.5% active; P35462; max response, negative = inhibition, %; D3R cells, DiscoveRx beta-arrestin luminescence, antagonist mode; hits give low values; in the data active means max response below about -50%; inconclusive means no clear call, values can overlap the other calls; further: on the % scale 0 is the no-effect control and ±100 the full control effect; mostly tested at two doses, the higher about 12 µM
Target sequence (P35462 whole entry, looked up): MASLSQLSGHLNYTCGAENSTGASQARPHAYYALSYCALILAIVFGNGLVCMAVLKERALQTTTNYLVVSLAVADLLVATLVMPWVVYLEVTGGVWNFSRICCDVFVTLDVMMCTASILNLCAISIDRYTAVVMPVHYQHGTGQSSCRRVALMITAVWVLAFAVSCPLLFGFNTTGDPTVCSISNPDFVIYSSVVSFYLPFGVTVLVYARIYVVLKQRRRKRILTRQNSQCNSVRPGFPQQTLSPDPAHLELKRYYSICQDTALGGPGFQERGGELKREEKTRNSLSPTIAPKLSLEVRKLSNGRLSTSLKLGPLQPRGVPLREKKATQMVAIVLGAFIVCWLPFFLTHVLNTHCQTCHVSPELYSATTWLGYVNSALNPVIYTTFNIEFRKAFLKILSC
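Cells plated overnight at 1500 cells/well, then exposed to library compounds with dopamine controls for 90 minutes at 37 degrees C. DiscoveRx reagent added for 30–60 minutes at room temperature; luminescence read, quantitative HTS format.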
HT1080 IDH1KD tx = toxicity to HT-1080 IDH1 knockdown cells (counter line). Potency, µM (highest dose often 46.1 µM), without a hit: at the top dose activity, negative = toxicity, most hits filed as cytotoxic. AID 686971. 360,000 tested, 2% active. HT-1080 IDH1 knockdown viability, ATP luminescence, 48 h;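 further: potency means the concentration at half of the fitted maximal effect; 0% = DMSO wells and -100% = cell-free medium wells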
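IDH1KD HT-1080 cells, 750/well, RPMI + 5% FBS; compound pinned after 2 h settling; 48 h, 37 °C; CellTiter-Glo luminescence; % activity normalised to DMSO and no-cell wells; curves fitted, classed by r2 and efficacy.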
GLP-1R agonist = activates the human GLP-1 receptor | P43220 | HEK293 GLP-1R CRE-luciferase, luminescence, 4-6 h; cells express a hypersensitive GLP-1R form | Potency, µM (top dose mostly 45.6 µM), for inactives: top-dose activation, actives largely listed as activators | 380,000 tested, 0.007% active | AID 624172; further: potency means the concentration at half of the fitted maximal effect; % of control where 0% means no effect
Target sequence (P43220 whole entry, looked up): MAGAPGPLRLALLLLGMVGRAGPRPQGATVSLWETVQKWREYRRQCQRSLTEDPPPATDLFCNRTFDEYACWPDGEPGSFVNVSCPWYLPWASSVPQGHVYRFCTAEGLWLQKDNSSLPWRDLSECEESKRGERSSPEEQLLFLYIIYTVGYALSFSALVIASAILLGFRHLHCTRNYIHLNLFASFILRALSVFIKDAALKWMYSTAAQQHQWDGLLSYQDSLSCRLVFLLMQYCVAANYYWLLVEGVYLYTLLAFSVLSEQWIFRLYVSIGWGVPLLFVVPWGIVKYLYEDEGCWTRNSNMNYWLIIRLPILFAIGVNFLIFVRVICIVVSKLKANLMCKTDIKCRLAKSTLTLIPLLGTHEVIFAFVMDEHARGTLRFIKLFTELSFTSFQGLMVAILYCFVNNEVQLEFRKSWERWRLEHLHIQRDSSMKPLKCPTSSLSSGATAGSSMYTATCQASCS
DRD3 agonist = agonists of human D3 dopamine receptor; D3R DiscoveRx beta-arrestin cells, luminescence, 90 min; max activation, %; 410,000 tested, 0.58% active; AID 652048; in the data active means max activation above about 30%; further: 0% is about no effect; mostly tested at two doses, the higher about 12 µM
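Agonist mode: compounds and dopamine controls were applied to plated cells for 90 min at 37 degrees C after an overnight attachment at 1500 cells/well. Luminescent read-out followed 30 - 60 minutes at room temperature with DiscoveRx detection reagent.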
IL-1B inflam inh = blocks inflammasome-driven IL-1 beta release; THP-1 LPS/ATP IL-1B secretion, AlphaLISA, 16 h; hits give low values; activity change, % at 57.5 µM; 360,000 tested, 4.7% active; AID 743279; in the data active means activity change below about -50%; inconclusive means mostly about -30% to -49%; further: on the % scale 0 is the no-effect control and ±100 the full control effect
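THP-1 cells pretreated 1 hr with compounds (up to 57.5 uM final), then stimulated with LPS (250 ng/mL final) plus ATP (1.25 mM final); secreted IL-1B measured by AlphaLISA after 16 hr, decreased signal indicating inhibition.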
KB-V1 MDR tox = kills drug-selected multidrug resistant KB-V1 cells; 400,000 tested, 3.4% active; KB-V1 MDR cells viability, CellTiter-Glo, 72 h; Potency, µM (highest dose often 46.1 µM), inactives show top-dose activity change, negative = cytotoxicity, usual class: cytotoxic; further: potency means the concentration at half of the fitted maximal effect; on the % scale 0 is the no-effect control and ±100 the full control effect; nearly all actives have a fitted effect of over 60% in size
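Following 72 h at 37 degrees C with compound, KB-V1 cell viability was read by CellTiter-Glo luminescence, medium being phenol-red-free DMEM plus 10% FBS; concentration-response parameters came from normalized, curve-fitted qHTS data.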
SW480 rerep = DNA re-replication induction in SW480 cells | SW480 DNA re-replication, Hoechst DNA content imaging, 48 h | Potency, µM (highest dose often 46.1 µM), for the others: at the top dose re-replication activation, usual class: activators | 340,000 tested, 1.8% active | AID 624297; further: potency means the concentration at half of the fitted maximal effect; % of control where 0% means no effect; nearly all actives have a fitted effect of over 55% in size
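Per well, 250 cells were exposed to pinned compound for 48 hr. Nuclear DNA was visualised with Hoechst (40 min, 37 C) and total object intensity recorded by fluorescence scanning.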
HT1080-NT tox = kills 2HG-producing HT-1080-NT fibrosarcoma cells. 360,000 tested, 1.6% active. HT-1080-NT fibrosarcoma viability, CellTiter-Glo ATP luminescence, 48 h. Potency, µM (highest dose often 46.1 µM), inactives show at the top dose activity, negative = less viability, actives largely listed as cytotoxic;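 further: NT is the 2HG producing partner of a matched IDH1 knockdown line; potency means the concentration at half of the fitted maximal effect; 0% = DMSO-treated cells and -100% = media-only wells without cells; nearly all actives have a fitted effect of over 55% in size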
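Compounds were tested in concentration-response format on HT-1080-NT cells for 48 hours at 37 degrees C. Cell viability came from CellTiter-Glo luminescence; curves were classified by r2, response magnitude and activity.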
* = called active by the depositor; u = inconclusive; x = not tested or not shown; & = joins results of further samples; [ ] = another dose, or the depositor's remark. Unless noted, the call rests on the fitted dose curve; in most records, active means well fitted curve in the direction sought with a large enough effect; inconclusive means small, poorly fitted or top-dose-only effect, or another doubt; inactive means no such curve, though single readings can be large; an effect the other way counts as inactive or inconclusive. Compounds as they come (roughly 12% active in at least one column).

compound | KB-3-1 cytotox | D3 antag | HT1080 IDH1KD tx | GLP-1R agonist | DRD3 agonist | IL-1B inflam inh | KB-V1 MDR tox | SW480 rerep | HT1080-NT tox
CCOC(=O)N1CCC(Nc2ncnc3c2cnn3-c2ccc(Cl)cc2)CC1 | 17% | 12 | 17% | 0% | 3 | -22 | u | -7% | -2%
CCc1nc2ccc(C(=O)N3CCN(c4cccc(C(F)(F)F)c4)CC3)cc2nc1CC | u | 9 | -27% | 20% | -1 | -18 | -10% | -2% | -12%
CC1(C(=O)Nc2ccc3ccccc3c2)CCC(=O)N1CCc1c[nH]c2ccccc12 (centres undefined) | 0% | -1 | u | 1% | 2 | -3 | 26% | x | u
C[C@H](CO)N1C[C@H](C)[C@@H](CN(C)Cc2ccc3c(c2)OCO3)Oc2c(NC(=O)C3CC3)cccc2C1=O | 0% | 30 | -8% | 16% | 10 | 18 | 1% | -1% | -1%
NC(=O)Cn1c(-c2nonc2N)nc2ccccc21 | 8% | 22 | 4% | 0% | 2 | 3 | 9% | -7% | 14%
CC(C)Oc1cccc(OCCN2C(=O)c3ccccc3C2=O)c1 | 12% | -15 | 18% | 11% | -29 | u | -19% | -5% | 17%
COc1ccc(OC)c(S(=O)(=O)Nc2c(C)n(C)n(-c3ccccc3)c2=O)c1 | 2% | -6 | 10% | 13% | 4 | 13 | 9% | -7% | 21%
Cc1onc(-c2ccccc2Cl)c1C(=O)NC1CCS(=O)(=O)C1 (centres undefined) | 12% | 3 | -1% | 2% | 3 | -1 | 2% | -9% | 0%
COc1cc(CNCc2ccccc2)ccc1OCC(O)c1ccccc1 (centres undefined) | 2% | u | -1% | 4% | 0 | -7 | -3% | -1% | -2%
O=C(CN(C(=O)c1csnn1)c1ccc(F)c(Cl)c1)NC1CCCC1 | 3% | 8 | 5% | 2% | 0 | 4 | -3% | 21% | 15%
CCCN1C(=O)/C(=C/c2ccccc2OCc2ccc(C(=O)O)cc2)NC1=S | 28% | 12 | -19% | 11% | 0 | 8 | 1% | 2% | -13%
Cc1nn(-c2ccccc2)c(C)c1NC(=O)COC(=O)c1cc(Br)ccc1O | -5% | 13 | -1% | -5% | 13 | -14 | 5% | 5% | -3%
Cc1ccc(Oc2ccc(Oc3ccc(C)cc3)nn2)cc1 | 0% | 6 | 11% | 2% | 5 | -8 | 0% | -4% | 6%
Cc1cc(C(=O)COC(=O)/C=C/c2ccco2)c(C)n1C | u | -8 | 5% | 15% | -3 | u | 2% | -20% | 3%
Cn1c(Cn2c(=O)sc3ccccc32)nnc1SCC(=O)NCc1ccc(F)cc1 | 0% | -16 | 0% | 0% | -1 | 22 | 0% | -6% | -7%
COC(=O)c1sccc1NC(=O)c1cc(-c2ccc(C)cc2C)nc2ccccc12 | u | 23 | 8% | -11% | 7 | 11 | u | 2% | 28%
CCN(CC)CCCNC(=O)C(C)Sc1nc(-c2ccccc2)cc(C(F)(F)F)n1 (centres undefined) | -3% | -14 | 10% | 9% | -11 | 0 | -27% | -38%[inhibitor] | -3%
S=C1NNC2(NN1)C1CC3CC(C1)CC2C3 | u | -7 | 7% | -7% | 2 | 1 | 0% | -10% | 16%
CC(C)OCCCNC(=S)Nc1ccc(S(N)(=O)=O)cc1 | 0% | 2 | 0% | -1% | 4 | 10 | 11% | 0% | 5%
Cc1ccc(C(=O)Nc2ccc(N3CCOCC3)cc2N2CCOCC2)cc1 | 15% | 2 | -7% | -5% | 3 | -1 | -22% | -4% | -1%
Cc1ccccc1CN1CCN(C(=O)c2ccc(S(=O)(=O)NCc3ccco3)cc2)CC1 | -17% | -4 | -15% | -8% | 0 | 6 | -7% | 0% | -12%
COc1ccccc1C(=O)Nc1ccc(OCc2cc(=O)n3ccsc3n2)cc1 | 2% | x | x | 1% | 20 | x | -30% | x | x
COc1ccccc1NC(=O)Nc1nnc(CC(=O)Nc2cccc(C)c2)s1 | -4% | -20 | -1% | -2% | -11 | 0 | -14% | -2% | 4%
O=c1oc2ccccc2c2c1ncn2CCN1CCOCC1 | 28% | -27 | -4% | 2% | -9 | 0 | 1% | u | 5%
CCc1cccc(OC2OC(CO)C(O)C(O)C2NC(C)=O)c1 (centres undefined) | 3% | -22 | 25% | 4% | -1 | -10 | 0% | -4% | 18%
COc1nccnc1NS(=O)(=O)c1ccc(NC(=S)NC(=O)c2ccccc2F)cc1 | 7% | 13 | -12% | 1% | -11 | 14 | 20% | -10% | -18%
CCc1ccc(NC(=O)C(C)OC(=O)C2CCC(=O)N2)cc1 (centres undefined) | 0% | 8 | 8% | 0% | 7 | 9 | 1% | -32%[inhibitor] | 14%
CC(C)c1nnc(-c2ccc(Cl)cc2)c(N(C)C)n1 | -4% | 13 | -1% | -4% | -3 | 18 | 21µM* | -2% | 4%
CCCn1nnc(NC(=O)c2sc3ccccc3c2Cl)n1 | -13% | -21 | 0% | -1% | -12 | -1 | -8% | 12% | -7%
COc1cccc(/C=C/C(=O)OCC(=O)Nc2cccc(S(=O)(=O)N3CCCCC3)c2)c1OC | 0% | 1 | -11% | 0% | 1 | 7 | -1% | -8% | -5%
N#CC(=C1C=C(Br)C(=NO)C=C1Cl)c1ccc(Cl)cc1 | u | -24 | -19% | -2% | -6 | u | -11% | x | -20%
Cc1ccc(NC(=O)CS(=O)CC(=O)N2CCN(c3ccccc3)CC2)cc1 (centres undefined) | 7% | -2 | 19% | 0% | 9 | -15 | -13% | 0% | 11%
CC(NS(=O)(=O)c1ccc(CCC(=O)N2CCN(C)CC2)cc1)c1ccccc1 (centres undefined) | 6% | -12 | 11% | -6% | -4 | -5 | 11% | -3% | 3%
CC1=C/C(=N\OS(=O)(=O)c2ccccc2)C=CC1=O | u | -81* | 20µM* | -6% | 1 | -100* | u | u | 20µM*
O=C(Nc1ccccc1)OCCOc1ccc(Br)cc1 | 6% | -4 | 1% | -2% | -4 | -22 | 0% | 22% | 10%
COc1cccc(C(=O)Nc2ccc(NC(=O)Cc3ccccc3)cc2)c1 | -8% | -13 | u | -2% | -6 | 2 | -2% | 1% | -28%
COc1ccc(Nc2cc(C)c3cc(NC(=O)c4ccccc4Cl)ccc3n2)cc1 | -23% | x | x | -12% | 21 | x | 18µM* | x | x
C=CCOc1ccc(C2C(C#N)=C(N)N(Nc3ccccc3)C3=C2C(=O)CC(C)(C)C3)cc1OC (centres undefined) | 0% | 21 | u | -5% | -7 | 0 | -6% | u | u
OC(COC1CCCCC1)CN1CCCCC1 (centres undefined) | -7% | -72* | 23% | -3% | -18 | 25 | 18% | 20% | 6%
Cc1ccccc1NC(=O)Cc1nc(COC(=O)COc2ccc(C(C)(C)C)cc2)cs1 | 10% | 1 | 2% | 1% | 0 | 4 | u | -17% | -3%
Cc1ccn2c(CN3CCOCC3)c(-c3ccccc3)nc2c1 | 0% | 10 | 4% | 13% | 0 | u | -16% | -3% | 1%
CCOc1ccc(NC(=O)c2ccc3c(SCC(=O)O)c4c(nc3c2)CCCC4)cc1 | -1%&0% | -2 | 17% | -11%&3% | 2&-7 | -17 | 4%&29% | 0% | 15%
Cn1c(=O)n(C)c2cc(NC(=O)Cc3ccccc3[N+](=O)[O-])ccc21 | -9% | -12 | -3% | 8% | -6 | 13 | -14% | -3% | 0%
COc1ccc(Nc2cc(Cl)nc(N)n2)cc1 | 8% | -20 | -3% | u | 4 | -20 | 5% | -2% | 1%
COC(=O)Cn1c(CCS(=O)(=O)c2ccc(C)c(C)c2)nc2ccccc21 | -10% | -5 | -25% | -2% | 11 | -6 | -20% | -7% | -29%
CCN(/N=C/c1ccccc1)c1cc(=O)n(C)c(=O)[nH]1 | 3% | 6 | u | 11% | 2 | 0 | u | -14% | 13%
N#Cc1c(N)nc(Sc2ccc(Cl)cc2)c(C#N)c1-c1ccccc1Cl | 4.6µM* | 11 | u | -2% | -1 | -96* | 23µM* | u | u
Cc1ccc2c(Cl)cc(Cl)c(OCc3c(C)noc3C)c2n1 | -8% | 14 | -2% | -11% | 1 | 37 | -11% | -6% | -20%
CC(C)(C#N)NC(=O)C(=O)c1c(-c2ccccc2)cc2ccccn12 | 7% | 11 | 21% | 6% | 7 | -14 | 20% | -1% | 7%
Cc1ccc(C(=O)Nc2ccccc2N2CCCC2)s1 | 3% | 9 | 8% | -5% | 2 | 30 | 0% | u | 8%[9.24 µM]
O=S(=O)(c1ccc2ccccc2c1)N1CCN(C(=S)Nc2ccc(F)cc2)CC1 | u | 2 | -5% | -3% | 2 | 0 | u | x | -7%

Assay outcomes (PubChem BioAssay)
